# Luc counter: Counterscreen for Luciferase (Kinase-Glo TM) Inhibition | 0.28% of 200,000 active | AID 1379, 2008 | Kinase-Glo luciferase, ATP luminescence, 8 min | Luciferin 4-monooxygenase (Photuris pensylvanica), Q27757 | Potency, µM (titrated, usually from 38.3 µM), for the others: at the highest dose activity change, negative = inhibition, most hits filed as inhibitors; also: potency is read from the fitted curve at half-maximal effect; % is scaled to controls: 0 for no effect and ±100 for the full control effect; nearly all actives have a fitted effect of over 60% in size
#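 Light output from Kinase-Glo luciferase with luciferin and 10 uM ATP in 50 mM imidazole pH 7.2, KCl, MgCl2, Tween 20, BSA; compound pin-delivered, 8-min ambient incubation, then luminescence read.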
# NPSR antagonist: qHTS Assay for Antagonists of the Neuropeptide S Receptor: cAMP Signal Transduction; Q6W5P4; CHO-NPSR cells, cAMP TR-FRET, antagonist mode; Potency, µM (series often up to 38.3 µM), for the others: top-dose activity change, negative = inhibition, usual class: inhibitors; 1% of 220,000 active; also: potency is read from the fitted curve at half-maximal effect; % is scaled to controls: 0 for no effect and ±100 for the full control effect; nearly all actives have a fitted effect of over 50% in size; many of its hits are not listed in these tables
# Target sequence (Q6W5P4 whole entry, looked up): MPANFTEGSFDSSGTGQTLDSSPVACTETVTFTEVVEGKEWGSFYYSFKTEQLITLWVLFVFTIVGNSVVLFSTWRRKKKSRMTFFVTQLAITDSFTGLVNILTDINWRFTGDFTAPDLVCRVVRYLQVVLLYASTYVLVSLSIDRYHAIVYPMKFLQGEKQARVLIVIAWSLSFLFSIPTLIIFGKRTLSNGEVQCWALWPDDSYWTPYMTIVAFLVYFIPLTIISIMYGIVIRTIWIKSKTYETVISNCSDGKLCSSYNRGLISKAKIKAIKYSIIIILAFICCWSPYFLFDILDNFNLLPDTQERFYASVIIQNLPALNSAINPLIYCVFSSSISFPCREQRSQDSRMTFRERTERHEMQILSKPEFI
# CBFb RUNX1 block: qHTS Assay for Compounds Blocking the Interaction Between CBF-beta and RUNX1 for the Treatment of Acute Myeloid Leukemia | AlphaScreen CBFb-His/RUNX1-biotin binding, biochemical | Potency, µM (doses to about 59.8 µM), inactives show at the top dose activity, negative = inhibition, usual class: inhibitors | 230,000 tested, under 10 active | AID 1477, 2009; also: % of control where 0% means no effect
# Target sequence (Q01196 whole entry, looked up): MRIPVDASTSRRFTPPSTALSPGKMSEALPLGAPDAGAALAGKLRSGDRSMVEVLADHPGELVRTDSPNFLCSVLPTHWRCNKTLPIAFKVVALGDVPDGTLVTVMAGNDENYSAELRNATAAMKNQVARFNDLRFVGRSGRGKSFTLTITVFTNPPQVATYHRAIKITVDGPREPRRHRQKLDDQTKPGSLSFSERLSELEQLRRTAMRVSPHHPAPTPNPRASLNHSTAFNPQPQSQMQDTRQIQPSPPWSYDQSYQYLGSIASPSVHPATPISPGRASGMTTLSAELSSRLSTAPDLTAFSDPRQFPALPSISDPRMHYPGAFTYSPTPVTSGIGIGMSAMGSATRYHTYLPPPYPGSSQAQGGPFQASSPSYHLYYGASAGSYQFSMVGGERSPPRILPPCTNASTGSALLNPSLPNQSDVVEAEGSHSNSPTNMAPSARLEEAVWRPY
# Target sequence (Q13951 whole entry, looked up): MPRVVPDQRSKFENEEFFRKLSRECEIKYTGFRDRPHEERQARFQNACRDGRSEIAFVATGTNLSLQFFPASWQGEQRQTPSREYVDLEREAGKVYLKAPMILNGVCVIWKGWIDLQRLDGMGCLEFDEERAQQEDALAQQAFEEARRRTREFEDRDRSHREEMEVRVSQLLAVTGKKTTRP
#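 Compounds were screened at multiple concentrations against a preformed CBF-beta(His)/RUNX1(biotin) complex (30 nM of each) for 15 min at room temperature, followed by 90 min with nickel and streptavidin beads and AlphaScreen reading.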
# HTT aggregate: qHTS Multiplex Assay to Identify Dual Action Probes in a Cell Model of Huntington: Aggregate Formation (GFP). PC12 HttQ103-GFP aggregates, Acumen cytometry, 40 h. Potency, µM (top dose mostly 46.1 µM), for inactives: at the highest dose activity change, negative = inhibition, hits mostly inhibitors. 1.1% of 220,000 active; also: potency is read from the fitted curve at half-maximal effect; % is scaled to controls: 0 for no effect and ±100 for the full control effect; nearly all actives have a fitted effect of over 60% in size
#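 Ecdysone-promoter PC12 model expressing HTT exon 1 Q103 fused to GFP, induced by tebufenozide at 100 nM final. Compounds titrated; aggregates sized 1–25 µm scored on a 488 nm laser cytometer.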
# Epigenetic reg: Quantitative High-Throughput Screen for Regulators of Epigenetic Control; murine LDR cells, GFP reporter derepression, 30 h; Potency, µM (top dose mostly 53.9 µM), for the others: top-dose GFP activation, usual class: activators; 0.2% of 280,000 active; AID 1865, 2009; also: potency is read from the fitted curve at half-maximal effect; % of control where 0% means no effect; nearly all actives have a fitted effect of over 60% in size
#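 Derepression of a silenced CMV-GFP reporter in murine LDR cells is scored by enumerating GFP-positive cells with a laser-scanning microplate cytometer after 30 hours of treatment at 37 C.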
# IMPase Li cell: qHTS Assay for Identifying the Cell-Membrane Permeable IMPase Inhibitors: Potentiation with Lithium; CHO-M1 cells, IP1 TR-FRET (IP-One), carbachol + lithium; Potency, µM (doses to about 59.4 µM), inactives show top-dose activity, negative = IMPase inhibition, most hits filed as inhibitors; 0.35% of 210,000 active;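 also: IP1 builds up when IMPase is blocked and the TR-FRET signal falls; potency is read from the fitted curve at half-maximal effect; plate controls were basal vehicle for no effect and high inhibitor control for full effect; nearly all actives have a fitted effect of over 50% in size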
#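 Readout is a homogeneous TR-FRET IP1 immunoassay (Ex 320, Em 665 and 620), where raised cytosolic IP1 lowers signal. Cells were CHO-M1 treated 30 min at 37C with test compounds plus a little lithium; AC50 values came from Hill-equation fitting.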
# Lamin A splicing: qHTS Assay for Modulators of Lamin A Splicing; HeLa LMNA splicing GFP/RFP minigene ratio, 48 h; Potency, µM (doses to about 46.1 µM), for the others: at the highest dose ratio change, negative = inhibition, usual class: inhibitors; 0.01% of 200,000 active; active = well fitted inhibition curve with a large enough effect in the signal ratio, with a control signal flat, not every such curve was filed as active; inconclusive = small, poorly fitted or top-dose-only effect, or effect the other way, or a change in a side signal; the % refers to the signal ratio; also: potency is read from the fitted curve at half-maximal effect; % is scaled to controls: 0 for no effect and ±100 for the full control effect
#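 S3 HeLa cells stably expressing lamin A-EGFP splicing minigene plus DsRed2, 600 cells/well, 48 h compound exposure at 37C. Laser-scanning cytometry; analysed as GFP (500-530 nm)/RFP (575-640 nm) total intensity ratio; 0.5% DMSO vehicle.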
# * marks the source's active call; other numbers are inactive results; ? = inconclusive; / = no result given; & = joins results of further samples; [ ] = another dose, or the depositor's remark. Unless noted, calls follow the shape of the dose curve; as a rule, active = well fitted curve in the direction sought with a large enough effect; inconclusive = small, poorly fitted or top-dose-only effect, or another doubt; inactive = no such curve, though single readings can be large; an effect the other way counts as inactive or inconclusive. Not all compounds are listed, so the mix of outcomes need not match the whole.
SMILES,Luc counter,NPSR antagonist,CBFb RUNX1 block,HTT aggregate,Epigenetic reg,IMPase Li cell,Lamin A splicing
Cc1cc(C(=O)CSc2ncccn2)c(C)n1Cc1ccco1,0%,-8%,-2%,4%,-3.4%,6%,/
CCC1=C(OC(=O)N(CC)CC)N2C(=O)OC(=NCc3ccccc3)[C@]2(C)[C@H]2C1=CC[C@H]1C(=O)N(c3ccccc3)C(=O)[C@H]12,-1%,-12%,-3%&5%,5%[9.22 µM],4.9%&-1.7%,-5%,/
CC1=C(C(=O)Nc2ccccn2)C(c2ccccc2)n2ncnc2N1 (configuration not stated),0%,4%[46.1 µM],-3%,6%,0.0%,10%[38.3 µM],17%
O=C(NC1CCCCCC1)c1nc2ncccn2n1,-5%,-24%[46.1 µM],-1%,3%,0.1%,-13%[38.3 µM],1%
COc1ccc(Cc2noc(CN3CCCN(Cc4ccc(F)cc4)CC3)n2)cc1OC,1%,-14%,4%,14%[9.22 µM],-0.9%,25%,18%[46 µM]
CCN(CC)c1ccc(-c2c(C#N)c(N)nc(OC)c2C#N)cc1,3%,?,19%,6%,-2.1%,-10%[38.3 µM],?
COC(=O)c1c(-c2ccc(F)cc2)csc1NC(=O)c1ccco1,-10%,?,4%,-9%,?,?,?
Cc1ccc(S(=O)(=O)N2CCCCC2)cc1NC(=O)c1ccccn1,/,-12%,5%,-16%[9.22 µM],-1.9%,/,/
COCCNC(=O)C1CCN(S(=O)(=O)c2ccccc2)CC1,-2%,2%[46.1 µM],-2%,-7%,-0.2%,6%[38.3 µM],-5%
CC(=O)N1CCC2(CC1)CC(=O)c1cc(OCC(=O)NCc3ccc(C)cc3)ccc1O2,-1%,-8%[46.1 µM],0%,3%,-13%,9%[38.3 µM],-9%
NC(=O)Cc1ncc(C(F)(F)F)cc1Cl,/,-4%,-4%,7%[9.22 µM],-1.2%,-8%,/
Cc1nn(C)c(C(=O)NN)c1Cl,-2%,12%,-4%,-2%,-0.4%,1%,?
CCC(=O)c1ccc(OCC(O)Cn2nnc3ccccc32)cc1 (configuration not stated),0%,-7%,1%,-9%,-1.5%,-4%,?
Cc1c(NC(=O)c2ccc(COc3ccc4ccccc4c3)o2)c(=O)n(-c2ccccc2)n1C,-1%,0%[46.1 µM],10%,-26%,-1.0%,-6%[38.3 µM],?
CCOC(=O)C1=C(O)/C(=C\c2ccc(OC)c(OC)c2)N=C1C,-3%,?,0%,-3%,-0.3%,9%[38.3 µM],-1%
Cc1cc(OC(F)F)ccc1NC(=O)Nc1ccc([N+](=O)[O-])cc1,3%,-41%,1%,?,-1.0%,19%,?
CCN1C(=S)SC(=O)C1=C1C=C(C)N(CCOC)C(C)=C1,0%,?,-12%,-10%,7.8%,23%[38.3 µM],?
C#CCOCCOCCOCCNc1nc(N2CCN(C(=O)[C@H]([C@@H](C)CC)n3cc([C@@H](N)Cc4ccc(O)cc4)nn3)CC2)nc(N2CCN(C(=O)[C@H](CCCCN)n3cc([C@@H](N)CO)nn3)CC2)n1,/,-15%,5%,10%[9.22 µM],0.2%,-2%,/
COC(=O)c1ccccc1NC(=S)NC(=O)c1ccccc1,-1%,4%[46.1 µM],0%,9%,-0.1%,-7%[38.3 µM],-3%[0.0737 µM]
CCc1cc2c3c(c1)/C(=C1/SC(N)=NC1=O)C(=O)N3C(C)(C)C=C2C,4%,1%[46.1 µM],7%,-5%,-1.9%,-11%,-5%
CC(=O)c1c(C)nc(-c2ccc(OCC(=O)Nc3ccc(F)cc3)cc2)n1O,10%,-1%,4%,7%,-0.4%,5%,/
CC(C)c1ccc(NC(=S)Nc2ccc(OC(F)(F)F)cc2)cc1,0%,13%,2%,-3%,-0.1%,0%,-21%[46 µM]
CN(C)/C=N/c1c(C#N)cnn1C,2%,-10%,7%,-12%,-4.1%,4%,/
CSCCC(NC(N)=O)C(=O)Nc1ccc(C)cc1 (configuration not stated),3%,9%,-4%,18%,1.5%,17%,-8%[46 µM]
O=C(COc1ccc(OCc2ccccc2)cc1)NC1CCOC1=O (configuration not stated),-3%,6%[46.1 µM],5%,3%,4.9%,?,5%
Nn1c(SCC(=O)Nc2ccc3c(c2)OCO3)nnc1-c1ccc(Cl)cc1,0%,-15%[46.1 µM],3%,3%,-1.9%,9%[38.3 µM],-1%
C=CCNc1nc(N)c(C(=O)Nc2cc(C)on2)s1,-4%,-28%[46.1 µM],-3%,-8%,1.1%,26%[38.3 µM],11%
O=C(O)CSCC(=O)Nc1ccc(C(=O)O)cc1,-7%,-9%[46.1 µM],6%,-16%,0.0%,15%[38.3 µM],15%
OCc1nc2ccccc2n1/N=C/c1cccs1,/,-3%,13%,1%[9.22 µM],3.0%,/,/
Cc1ccc([N+](=O)[O-])cc1S(=O)(=O)N1CCCCC1C(=O)O (configuration not stated),2%,7%,12%,17%,2.6%,-2%,?
CCOc1ccc(/C=N/NC(=O)c2ccccc2NC(=O)c2ccc(OC)cc2)cc1,?,-21%,4%,-20%,-0.1%,8%,-16%
NS(=O)(=O)c1ccc(NC(=O)Nc2ccc(Cl)cc2)cc1,0%,2%,1%,14%[9.22 µM],-0.2%,-4%,/
O=C(O/N=C(/c1ccccc1)c1ccncc1)c1ccc(F)cc1,1%,36%,-1%,-4%,-0.9%,-2%,/
N#C/C(=C(/O)COC(=O)c1ccc(C#N)cc1)c1nc2ccccc2s1,0%,-5%,-14%,-10%,?,14%,-13%
CC(C)(C)C(=O)NC(=S)N1CCOCC1,-1%,12%,3%,-13%,0.1%,1%,-6%
CCOC(=O)c1cn(-c2ccc([N+](=O)[O-])cc2)c2cc(Cl)c([N+](=O)[O-])cc2c1=O,0%,3%,-3%,10%,-0.9%,0%,-11%

# Ordered by count of non-hydrogen atoms (highest first): some entries from above
SMILES,Luc counter,NPSR antagonist,CBFb RUNX1 block,HTT aggregate,Epigenetic reg,IMPase Li cell,Lamin A splicing
C#CCOCCOCCOCCNc1nc(N2CCN(C(=O)[C@H]([C@@H](C)CC)n3cc([C@@H](N)Cc4ccc(O)cc4)nn3)CC2)nc(N2CCN(C(=O)[C@H](CCCCN)n3cc([C@@H](N)CO)nn3)CC2)n1,/,-15%,5%,10%[9.22 µM],0.2%,-2%,/
CC(=O)N1CCC2(CC1)CC(=O)c1cc(OCC(=O)NCc3ccc(C)cc3)ccc1O2,-1%,-8%[46.1 µM],0%,3%,-13%,9%[38.3 µM],-9%
CC(=O)c1c(C)nc(-c2ccc(OCC(=O)Nc3ccc(F)cc3)cc2)n1O,10%,-1%,4%,7%,-0.4%,5%,/
O=C(COc1ccc(OCc2ccccc2)cc1)NC1CCOC1=O (configuration not stated),-3%,6%[46.1 µM],5%,3%,4.9%,?,5%
COC(=O)c1c(-c2ccc(F)cc2)csc1NC(=O)c1ccco1,-10%,?,4%,-9%,?,?,?
CCOC(=O)C1=C(O)/C(=C\c2ccc(OC)c(OC)c2)N=C1C,-3%,?,0%,-3%,-0.3%,9%[38.3 µM],-1%
Cc1ccc([N+](=O)[O-])cc1S(=O)(=O)N1CCCCC1C(=O)O (configuration not stated),2%,7%,12%,17%,2.6%,-2%,?
CCN1C(=S)SC(=O)C1=C1C=C(C)N(CCOC)C(C)=C1,0%,?,-12%,-10%,7.8%,23%[38.3 µM],?
C=CCNc1nc(N)c(C(=O)Nc2cc(C)on2)s1,-4%,-28%[46.1 µM],-3%,-8%,1.1%,26%[38.3 µM],11%
NC(=O)Cc1ncc(C(F)(F)F)cc1Cl,/,-4%,-4%,7%[9.22 µM],-1.2%,-8%,/

# Continuation:
SMILES,Luc counter,NPSR antagonist,CBFb RUNX1 block,HTT aggregate,Epigenetic reg,IMPase Li cell,Lamin A splicing
O=C(NCc1ccco1)C(=O)c1cn(CC(=O)N2CCCC2)c2ccccc12,1%,-6%,1%,-3%,0.0%,-2%,/
Cc1cc(C(=O)CSc2nnc(-c3ccc(Cl)cc3)n2CC2CCCO2)c(C)n1C (configuration not stated),-2%,-28%[46.1 µM],-8%,16%,-0.6%,5%[38.3 µM],13%
COC(=O)Cn1cc(/C=N/NC(=O)COc2cccc3cccnc23)c2ccccc21,-1%,17%,-20%,2%,0.0%,1%,-2%
COCCCNC(=O)CC(C)c1ccccc1 (configuration not stated),-2%,9%,6%,1%,-0.9%,5%,-10%
CCCCCCC(=O)Nc1ccc(Br)cn1,/,-9%,6%,26%[9.22 µM],5.4%,/,/
CC(=O)c1cccc(NC(=O)c2ccc(OC3CSC3)cc2)c1,-7%,16%,3%,-9%,13%,-5%,/
CCOC(=O)CCNCC1COc2ccccc2O1 (configuration not stated),5%,3%[46.1 µM],10%,7%,-4.3%,9%[38.3 µM],-12%
c1ccc(-c2nc(Sc3ncnc4c3cnn4-c3ccccc3)n[nH]2)cc1,-3%,-17%[46.1 µM],5%,17%,0.0%,-4%[38.3 µM],-18%
OCC(CO)(CO)NCc1ccc(-c2ccccc2)cc1,7%,13%,8%,11µM*,-1.1%,-6%,5%
C[C@@H](O)C1NC(=O)[C@H](CCCCN)NC(=O)c2cc([N+](=O)[O-])cc(I)c2OCC[C@@H](C(N)=O)NC1=O (some centres not stated),0%,11%,1%[2.36 µM],4%,-5.9%,-1%,-16%
Cc1ccc(OCCCC(=O)Nc2nc3ccccc3[nH]2)cc1,3%,1%,-10%,7%,2.2%,9%,-21%[46 µM]
O=C(CN1C(=O)NC(c2ccccc2)(c2ccccc2)C1=O)Nc1ccc2[nH]c(=O)[nH]c2c1,/,-20%,5%,2%[9.22 µM],1.1%,/,?

# Entries of single compounds from above. Order of values: Luc counter | NPSR antagonist | CBFb RUNX1 block | HTT aggregate | Epigenetic reg | IMPase Li cell | Lamin A splicing
# Shown for CCCCCCC(=O)Nc1ccc(Br)cn1 → / | -9% | 6% | 26%[9.22 µM] | 5.4% | / | /
# Shown for Cc1cc(C(=O)CSc2nnc(-c3ccc(Cl)cc3)n2CC2CCCO2)c(C)n1C (configuration not stated) → -2% | -28%[46.1 µM] | -8% | 16% | -0.6% | 5%[38.3 µM] | 13%

# Source: PubChem BioAssay
